Compound activity (PubChem BioAssay)
mcGAS RapidFire: blocks mouse cGAS cGAMP production; hit rate 0.18% among 130,000; Q8C6L5; inhibition, % at 12.5 µM; recombinant mouse cGAS, cGAMP by RapidFire MS;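 active means inhibition of cGAS enzyme activity at or above 60%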;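 further: enzyme stimulated by 45 bp dsDNA with ATP and GTP substrates; cGAMP share of summed cGAMP plus half ATP and half GTP signals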
Target sequence (Q8C6L5 whole entry, looked up): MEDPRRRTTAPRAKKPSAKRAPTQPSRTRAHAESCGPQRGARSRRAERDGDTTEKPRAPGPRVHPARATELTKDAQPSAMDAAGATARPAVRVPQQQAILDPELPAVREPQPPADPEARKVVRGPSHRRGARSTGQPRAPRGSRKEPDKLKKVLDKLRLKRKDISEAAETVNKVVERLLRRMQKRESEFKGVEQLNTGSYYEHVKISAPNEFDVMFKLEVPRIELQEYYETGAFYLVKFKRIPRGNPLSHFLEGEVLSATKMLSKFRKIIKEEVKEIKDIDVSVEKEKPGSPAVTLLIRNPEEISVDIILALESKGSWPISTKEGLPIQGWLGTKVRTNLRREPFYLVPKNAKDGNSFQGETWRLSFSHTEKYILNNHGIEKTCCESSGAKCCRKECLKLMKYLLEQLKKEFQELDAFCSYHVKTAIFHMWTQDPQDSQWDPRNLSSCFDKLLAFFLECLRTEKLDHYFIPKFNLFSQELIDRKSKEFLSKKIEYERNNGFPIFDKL
The depositor's hits bear a star; & = joins results of further samples. A portion of the library. The share of hits here may be higher or lower than overall.

Screening CC(c1nccs1)N(C)Cc1nc(-c2ccco2)no1 (centres undefined) returned mcGAS RapidFire -12.7.
Screening COCc1nn2c(nnc3c(=O)n(Cc4ccc(OC)cc4)ccc32)c1-c1ccc(F)cc1 returned mcGAS RapidFire -5.6.
For CN(C)n1ccc2c(nnc3c(-c4ccc(Cl)cc4)cnn32)c1=O the results were mcGAS RapidFire -7.8.
For N#CCCN(CC1CCCO1)C(=O)c1cc2ccccc2[nH]1 (centres undefined) the results were mcGAS RapidFire -9.3.
For COc1ccc(-c2nc(CS(=O)(=O)CC3CCCO3)no2)cc1 (centres undefined) the results were mcGAS RapidFire 22.7.
Cc1ccc(-n2c(SCC(=O)NC3CCCC3)nc3ccccc3c2=O)nc1 was read as mcGAS RapidFire -2.0.
Screening COCOc1cccc(CN2CCC2(C)C(=O)Nc2cnc3ccccc3c2)c1 (centres undefined) returned mcGAS RapidFire -9.6.
CC1CN(C(=O)c2ccc(CNC(=O)c3cccs3)cc2)CC(C)O1 (centres undefined) was read as mcGAS RapidFire -5.2.
Cc1ccc(-n2nnnc2-c2cnc(-c3cnccn3)nc2C(F)(F)F)cc1 was read as mcGAS RapidFire -21.8.
CC(C)CSc1nnc(CCNC(=O)C2CC2)n1C was read as mcGAS RapidFire 2.9.
For N#Cc1cccc(CS(=O)(=O)c2nccn2-c2ccccc2)c1 the results were mcGAS RapidFire -2.3.
For Cc1cc(=O)oc2cc(NC(=S)NNC(=O)Cc3cccs3)ccc12 the results were mcGAS RapidFire 16.0.

4 compounds picked at random from the list so far:
Cc1ccc(-n2nnnc2-c2cnc(-c3cnccn3)nc2C(F)(F)F)cc1 was read as mcGAS RapidFire -21.8.
CC(C)CSc1nnc(CCNC(=O)C2CC2)n1C was read as mcGAS RapidFire 2.9.
Screening COCc1nn2c(nnc3c(=O)n(Cc4ccc(OC)cc4)ccc32)c1-c1ccc(F)cc1 returned mcGAS RapidFire -5.6.
For COc1ccc(-c2nc(CS(=O)(=O)CC3CCCO3)no2)cc1 (centres undefined) the results were mcGAS RapidFire 22.7.

Returning to the listing; the 6 compounds before the break are reprinted first.
Screening COCOc1cccc(CN2CCC2(C)C(=O)Nc2cnc3ccccc3c2)c1 (centres undefined) returned mcGAS RapidFire -9.6.
CC1CN(C(=O)c2ccc(CNC(=O)c3cccs3)cc2)CC(C)O1 (centres undefined) was read as mcGAS RapidFire -5.2.
Cc1ccc(-n2nnnc2-c2cnc(-c3cnccn3)nc2C(F)(F)F)cc1 was read as mcGAS RapidFire -21.8.
CC(C)CSc1nnc(CCNC(=O)C2CC2)n1C was read as mcGAS RapidFire 2.9.
For N#Cc1cccc(CS(=O)(=O)c2nccn2-c2ccccc2)c1 the results were mcGAS RapidFire -2.3.
For Cc1cc(=O)oc2cc(NC(=S)NNC(=O)Cc3cccs3)ccc12 the results were mcGAS RapidFire 16.0.
`Cc1ccc2cc(CCNC(=O)C3CC3)c(=O)[nH]c2c1C` gave mcGAS RapidFire -5.9.
`O=C(CN[C@H]1CCCN(Cc2ccccc2)C1)Nc1cnccn1` gave mcGAS RapidFire -1.1.
Screening CC(C)(C)n1ncc(Oc2ccc(CO/N=C(/C#N)c3ccccc3)cc2)c(Cl)c1=O returned mcGAS RapidFire -8.1.
Cc1nn(C)c(C)c1C(=O)NC1CCN(C(=O)c2ccccc2)CC1 was read as mcGAS RapidFire -7.0.
Screening CCCSC(N)=NN=Cc1cc(C)cc(C=NN=C(N)SCCC)c1O returned mcGAS RapidFire -23.4.
For c1cncc(CN(Cc2nc3c(s2)CCCC3)CC2CCCN(C3CCCCC3)C2)c1 (centres undefined) the results were mcGAS RapidFire -5.8.
Screening COc1ccc(C(=O)N/N=c2\oc3ccccc3cc2-c2nc3ccccc3[nH]2)cc1 returned mcGAS RapidFire -4.1.
For Cc1ccc(C(O)=C2C(=O)C(=O)N(CCCN(C)C)C2c2ccccc2)cc1 (centres undefined) the results were mcGAS RapidFire 5.4.
CCCCc1ccc(CC(=O)NCCN2CCCN(C)CC2)cc1 was read as mcGAS RapidFire -59.9.
C1=CC2CC1C1C2C1(c1ccccc1)c1ccccc1 (centres undefined) was read as mcGAS RapidFire -9.6.
Cn1cccc1-c1cc(C(=O)NCc2cccnc2Oc2ccccc2)[nH]n1 was read as mcGAS RapidFire -20.8.
`O=C(c1cccnc1)N1CCN(S(=O)(=O)c2ccc(F)cc2)CC1` gave mcGAS RapidFire 0.9.
For Oc1ccc(C(O)CNc2nccc(CCC(F)(F)F)n2)cc1 (centres undefined) the results were mcGAS RapidFire -4.5.
`O=C(CCc1ncc(-c2c(F)cccc2F)o1)NCCCN1CCOCC1` gave mcGAS RapidFire -7.4.
O=C(c1cc(COc2ccc3c(c2)CCCC3)on1)N1C[C@H]2CC[C@H]1C2 was read as mcGAS RapidFire -13.8.
For Cc1ccccc1NC(=O)CC(=O)NCCCc1nc2c(C)c(C)ccc2[nH]1 the results were mcGAS RapidFire -7.4.
For Cc1ccccc1CC1(CO)CCCN(Cc2ccccc2C(F)(F)F)C1 (centres undefined) the results were mcGAS RapidFire -6.5.
Screening CS(=O)(=O)N1CCN(c2nnc(-c3ccccc3)c3ccccc23)CC1 returned mcGAS RapidFire 6.4.
CC(C)c1ccc(CNc2nnnn2C)cc1 was read as mcGAS RapidFire -1.4.
`CN1CCN(C(=S)NC(=O)c2ccco2)CC1` gave mcGAS RapidFire 5.4.
`COc1ccc(N2CCN(Cc3nc4c(c(=O)[nH]c(=O)n4C)n3C(C)C(C)=O)CC2)cc1` (centres undefined) gave mcGAS RapidFire -3.8.
For O=C(NCCN1CCCCC1)NCC1CCS(=O)(=O)C1 (centres undefined) the results were mcGAS RapidFire -9.9.
Screening CCCCCCC(C)NC(=O)CSc1nnc(NCC)s1 (centres undefined) returned mcGAS RapidFire -4.2.
CCOC(=O)C1(C)CCCN1C(=O)c1ccc2ccccc2n1 (centres undefined) was read as mcGAS RapidFire -7.4.
`COC(=O)c1sc(=S)n(-c2cc(OC)ccc2OC)c1N` gave mcGAS RapidFire -5.1.
`Cc1ccc(C(C2Sc3nc(C)nn3C2=O)N2CCC(C)CC2)cc1` (centres undefined) gave mcGAS RapidFire -7.0.
For CN(Cc1cnccn1)C(=O)CC1C(=O)NCCN1Cc1ccc(F)cc1Cl (centres undefined) the results were mcGAS RapidFire -4.8.
COC(=O)c1sccc1S(=O)(=O)NC(=O)c1cccc(OC)c1 was read as mcGAS RapidFire -5.0.
For O=C(CN1CCN(c2ncccn2)CC1)NCc1ccc(Cl)cc1 the results were mcGAS RapidFire -7.1.
`CC(Sc1cc(Cl)ccc1Cl)C(=O)NC(C)c1ccccn1` (centres undefined) gave mcGAS RapidFire 2.9.
`O=C1OCC2=Nc3ccccc3SC(c3ccc4c(c3)OCO4)C12` (centres undefined) gave mcGAS RapidFire -8.9.
`CCCCCCc1nc(C(N)=O)c2[nH]c(=O)n(-c3ccc(C)c(C)c3)c2n1` gave mcGAS RapidFire -4.8.
`Cc1ccc(C)c(OC(C)C(=O)N(C)CC2(CO)CCOCC2)c1` (centres undefined) gave mcGAS RapidFire 1.7.
Screening Cc1nn(CC(=O)N(C(C)C)C(C)C)c(C)c1S(=O)(=O)N(C)C returned mcGAS RapidFire -4.1.
`CN(CC(=O)Nc1ccc(Cl)cc1)C(=O)c1cncn1-c1ccccc1` gave mcGAS RapidFire -1.7.
Screening O=c1[nH]nc(-c2ccco2)c2c1Nc1nnnn1C2c1ccc(Br)cc1 (centres undefined) returned mcGAS RapidFire -7.2.
COc1ccc(NC2CCCN(C(=O)Cn3ccc(C)n3)C2)cc1OC (centres undefined) was read as mcGAS RapidFire -3.6.
`Cc1ccc(NC(=O)NNC(=O)c2cccn(Cc3cccc(Cl)c3)c2=O)cc1` gave mcGAS RapidFire -3.0.
CCc1c(C)nc2c(-c3cccc(Cl)c3)c(C)[nH]n2c1=O was read as mcGAS RapidFire -0.4.
N#Cc1cc(F)ccc1NCCOCC1CC1 was read as mcGAS RapidFire 6.8.
For CN1C(=O)C2CN(CCc3ccccc3)CNC2N(C)C1=O (centres undefined) the results were mcGAS RapidFire -12.1.
Screening CCC(NCc1ccc2ccccc2c1)c1ccc2c(c1)OCCO2 (centres undefined) returned mcGAS RapidFire -8.2.
For CC(C#N)OC(=O)Cn1cc(C(F)(F)F)ccc1=O (centres undefined) the results were mcGAS RapidFire -8.0.
`O=c1c2cnc3nc(-c4ccc(Cl)cc4)nn3c2ccn1CCc1cnc[nH]1` gave mcGAS RapidFire -28.9.
`O=C(/C=C/c1cc(Cl)c2c(c1)OCO2)Nc1ccc(N2CCCC2)nc1` gave mcGAS RapidFire 0.0.
Screening Cc1ccc(CN2CCCN(C(=O)Cn3cccc(C(F)(F)F)c3=O)CC2)cc1 returned mcGAS RapidFire -7.1.
COc1cc(C=C2SC(=S)N(CCCN3CCOCC3)C2=O)cc(Cl)c1OC was read as mcGAS RapidFire 3.8.
For COc1ccc2c([N+](=O)[O-])c(N3CCCC3)[nH]c2c1 the results were mcGAS RapidFire 0.5.
`c1ccc(-c2ncn(Cc3ccco3)c2-c2cccn2-c2ncccn2)cc1` gave mcGAS RapidFire -4.6.
Screening CCOc1cc(/C=N\n2nnnc2N)ccc1O returned mcGAS RapidFire -31.0.
`COc1ccc(C(=O)NC2CC2)cc1OC1CCN(Cc2ccc3nonc3c2)CC1` gave mcGAS RapidFire 0.6.
For CC1(C(=O)NS(=O)(=O)c2ccccc2Cl)CCN1C(=O)c1ccco1 (centres undefined) the results were mcGAS RapidFire -13.3.
Screening OCC1(Cc2ccccc2Cl)CCN(Cc2cccc(F)c2F)CC1 returned mcGAS RapidFire -1.7&-1.0.
Cc1cccc(NC(=O)CCC2CCN(C(=O)CN3CCOC3=O)CC2)c1 was read as mcGAS RapidFire -9.0&-2.2.
COc1ccccc1-c1ccc(NC2COC3(CCCC3)C2)nn1 (centres undefined) was read as mcGAS RapidFire 13.6.
N[n+]1cnn(CC(=O)c2ccc(Cl)cc2)c1 was read as mcGAS RapidFire 23.3.
For CCOc1ccc(-n2cnnc2)cc1N the results were mcGAS RapidFire -11.7.
Screening O=C(O)C1CCCN(C(=O)c2cccc3c2OCO3)C1 (centres undefined) returned mcGAS RapidFire 1.3.
`Cc1onc(-c2ccccc2)c1C(=O)N1Cc2cnc(CC(C)C)nc2C1` gave mcGAS RapidFire -23.9.
`O=C(Nc1ccc(-c2noc(-c3ccccc3Br)n2)cc1)c1cccc(Cl)c1` gave mcGAS RapidFire -3.9.
For CC(C)n1cc(C(=O)NCc2cccnc2N(C)C2CCCCC2)cn1 the results were mcGAS RapidFire 2.3.
Screening CCc1ccc(CN2CC[C@@H](c3ccc4c(c3)OCO4)[C@H](O)C2)nc1 returned mcGAS RapidFire -10.9.
`CC1CN(Cn2nc(Cc3ccccc3)n(-c3ccccc3)c2=S)CCO1` (centres undefined) gave mcGAS RapidFire -15.4&-6.1.
Screening CC(=O)Nc1cccc(NC(=O)c2c(-c3ccccc3Cl)noc2C)c1 returned mcGAS RapidFire -2.0.
`Cc1nnc(NCC2(N3CCOCC3)CCCCC2)c(C#N)c1C` gave mcGAS RapidFire -5.5.
For CC(Nc1ccc(OCc2ccccc2)cc1)C(=O)NC1(C#N)CCCCC1 (centres undefined) the results were mcGAS RapidFire 2.8.
Screening CCOC(=O)CNC(=O)N=C1NC(=O)C(C(C)C)O1 (centres undefined) returned mcGAS RapidFire -7.5.
For CCCN(Cc1ccccc1O)C(=O)CNC(=O)/C=C/c1ccco1 the results were mcGAS RapidFire -1.5.
For Cc1ccc(OCCn2c(C)c(/C=N\n3cnnc3)c3ccccc32)c(C)c1 the results were mcGAS RapidFire 0.4.
For CC(C(=O)N1CCC2(C1)NC(=O)NC2=O)N1CCCCCC1 (centres undefined) the results were mcGAS RapidFire -8.4.
Screening OCC1(O)CCCN(Cc2ccccc2-c2ccccc2)CC1 (centres undefined) returned mcGAS RapidFire -13.9.
`CCCN1C(=O)C(C)(C)COc2cc(NC(=O)NCCc3ccccc3)ccc21` gave mcGAS RapidFire -8.1.
O=C(COC(=O)c1cccs1)NCc1cccc(Cl)c1 was read as mcGAS RapidFire -13.1.
`CCOc1ccc(-n2nc3cc(C)c(NC(=O)C(Cl)(Cl)Cl)cc3n2)cc1` gave mcGAS RapidFire -3.2.
`Fc1cccc(-c2nc(CN3CCNCC3)no2)c1` gave mcGAS RapidFire -4.6.
Screening CCCN1C(=O)c2ccc(C(=O)N(C)Cc3ccc(CC)cn3)cc2C1=O returned mcGAS RapidFire -5.1.
Cc1cccc(CSc2nnc(CN)n2-c2cc(Cl)ccc2C)c1 was read as mcGAS RapidFire -1.4.
For COCCCn1c(C)cn2c3c(=O)[nH]c(=O)n(C)c3nc12 the results were mcGAS RapidFire -11.3.
`Cc1cc(-c2c(-c3ccccc3)ncn2CCN2CCCC(CO)C2)n[nH]1` (centres undefined) gave mcGAS RapidFire -16.2.
For Cc1ccncc1NS(=O)(=O)c1c(F)cccc1Br the results were mcGAS RapidFire -8.5.
Screening C=CCc1c(C)nc(SC)nc1Nc1ccc(C(C)=O)cc1 returned mcGAS RapidFire -31.0.
`Nc1c2c(nc3sc4c(c13)CCCC4)CCCCCC2` gave mcGAS RapidFire -9.0.
`COc1ccc(CN2C(=O)C3(OCCCO3)c3cc(Cl)ccc32)cc1` gave mcGAS RapidFire -10.5.
`CC(C)c1nc(CN(C)C(=O)c2ccc3c(c2)OCC(=O)N3)cs1` gave mcGAS RapidFire -4.2.
Screening Cc1cc(=O)n2c3c(cc(S(=O)(=O)NC(C)(C)C)cc13)CCC2 returned mcGAS RapidFire 0.5.
COC(=O)c1ccc(N)s1 was read as mcGAS RapidFire -14.0.
Screening COCCNC(=O)C1(C)CCCN(Cc2nccn2C)C1 (centres undefined) returned mcGAS RapidFire -7.8.
O=C1CCC(C(=O)N2CCN(c3ccccc3)C(=O)C2)CN1Cc1ccc(Cl)cc1 (centres undefined) was read as mcGAS RapidFire -10.8.
`O=c1c([N+](=O)[O-])c(N2CCOCC2)c2ccccc2n1Cc1ccccc1` gave mcGAS RapidFire 0.6.
Cc1[nH]c2ccccc2c1-c1csc(N2CCCC2)n1 was read as mcGAS RapidFire -29.9.
`CCN(Cc1ccoc1)C(=O)Nc1cccc(C(F)F)c1` gave mcGAS RapidFire -48.8&-1.4.
For O=S1(=O)N=C(N2CCN(CCO)CC2)c2ccccc21 the results were mcGAS RapidFire -14.6.
Screening Cc1cc(=O)n2c(n1)SCC2CC(=O)N1CCOCC1 (centres undefined) returned mcGAS RapidFire -4.7.
